zfTRPN1 agonist = zebrafish TRPN1 (NompC) channel agonism. HEK293 zebrafish TRPN1-YFP, Fluo-8 calcium fluorescence; 100% = response to 87 µM carbachol. activation, % at 3 µM. 0.18% of 220,000 active. AID 1424;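 active means activation above its plate's cutoff, the mean activation of test wells on that plate plus 3 SD, cut at about 19% in these data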;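 further: 0% = DMSO alone and 100% = 87 µM carbachol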
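System: zebrafish TRPN1-YFP in HEK293 cells / Dosing: 3 µM single point / Timing: dye loading 1 h at 37 °C, then 30 min room temperature / Signal: Fluo-8 calcium fluorescence, excitation 470-495 nm, emission 515-575 nm / Read-out basis: percent activation from peak over basal fluorescence ratio, control-normalized / Control set: high carbachol 87 µM, low DMSO alone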
TRPML3 ag = agonists of human TRPML3 channel; activation, % at 3 µM; Q8TDD5; HEK293 TRPML3-YFP, Fluo-8 calcium fluorescence; 100% = the carbachol control signal; 0.29% of 220,000 active; AID 1448;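 active means activation above its plate's cutoff, the mean activation of the plate's test wells plus 3 SD, cut at about 12% in these data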;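 further: 0% = DMSO only wells and 100% = carbachol wells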
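Test system: HEK293 cells stably carrying human TRPML3-YFP; Doses: single dose, 3 µM final nominal compound, 0.3% DMSO final; Schedule: dye loading 1 h 37 °C then 30 min ambient, 125 s read; Technique: Fluo-8 calcium fluorescence; Benchmarks: high control carbachol 87 µM, low control DMSO.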
BaF3 tox = reduces parental Ba/F3 cell viability, JAK2V617F counter-screen. AID 1486. CellTiter-Glo ATP luminescence. inhibition, % at 5.6 µM. 1.1% of 220,000 active;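 active means inhibition above a per-campaign cutoff, the mean inhibition of all tested compounds plus 3 SD, cut at about 27% in these data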;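 further: 0% = DMSO wells and 100% = JAK Inhibitor I control wells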
EP2 modulator = modulators of human EP2 prostaglandin E2 receptor; 0.83% of 260,000 active; P43116; EP2-expressing cells, cAMP HTRF FRET, PGE2 co-stimulation; induction, % at 25 µM;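 active means compounds whose cAMP rise, as percent of the full-agonist control response, exceeds 60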;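 further: rat C6 glioma line stably carrying human EP2 under a CMV promoter; the protocol text gives 20 µM as final concentration; 100% = response of wells given 1 µM PGE2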
Target sequence (P43116 whole entry, looked up): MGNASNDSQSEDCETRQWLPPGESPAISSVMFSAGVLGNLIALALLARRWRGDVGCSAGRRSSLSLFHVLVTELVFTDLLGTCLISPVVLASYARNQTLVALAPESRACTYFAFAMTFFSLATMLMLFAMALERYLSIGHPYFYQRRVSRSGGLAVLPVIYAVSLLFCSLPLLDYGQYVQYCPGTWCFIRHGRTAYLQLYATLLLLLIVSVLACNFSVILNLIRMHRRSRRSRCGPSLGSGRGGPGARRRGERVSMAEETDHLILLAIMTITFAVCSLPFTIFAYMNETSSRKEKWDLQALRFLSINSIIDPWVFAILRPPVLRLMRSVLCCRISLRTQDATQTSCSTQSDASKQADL
Ba/F3 V617F tox = reduce viability of Ba/F3 cells dependent on JAK2V617F; Ba/F3 EpoR-JAK2V617F viability, ATP luminescence; inhibition, % at 5.6 µM; 1.1% of 220,000 active; AID 1446;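 active means inhibition above the campaign mean plus 3 SD over all tested compounds, cut at about 24% in these data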;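 further: cytokine-independent growth of Ba/F3 cells driven by EpoR plus mutant JAK2; 0% = DMSO-treated cells and 100% = JAK inhibitor I control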
S1P4 antag = blocks the human S1P4 receptor; O95977; S1P4-expressing cells, antagonist mode, reporter read-out; inhibition, % at 4.98 µM; 0.26% of 220,000 active; in the data active means inhibition above about 29%;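 further: 0% = wells stimulated with agonist and 100% = vehicle wells without agonist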
Target sequence (O95977 whole entry, looked up): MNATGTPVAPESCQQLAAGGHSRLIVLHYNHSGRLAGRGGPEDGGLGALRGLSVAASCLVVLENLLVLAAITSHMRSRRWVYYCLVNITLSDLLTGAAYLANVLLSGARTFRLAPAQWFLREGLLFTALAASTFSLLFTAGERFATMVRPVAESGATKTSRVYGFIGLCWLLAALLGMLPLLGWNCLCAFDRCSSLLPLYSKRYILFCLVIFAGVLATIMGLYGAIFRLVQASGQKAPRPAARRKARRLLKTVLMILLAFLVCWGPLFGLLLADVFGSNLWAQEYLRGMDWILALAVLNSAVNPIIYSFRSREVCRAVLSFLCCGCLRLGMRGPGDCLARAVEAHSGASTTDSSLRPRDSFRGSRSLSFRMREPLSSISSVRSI
S1P4 agonist = human S1P4 receptor agonism; S1P4-expressing cell line, agonist reporter assay; O95977; AID 1509; activation, % at 4.98 µM; 0.35% of 220,000 active; in the data active means activation above about 11%;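 further: 0% = DMSO vehicle and 100% = reference agonist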
PERK inhibitor = inhibitors of human PERK kinase. 0.17% of 220,000 active. inhibition, % at 5.6 µM. AID 1416. CHO PERK-DD fusion, SEAP luminescence translation reporter. Q9NZJ5;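 active means inhibition above the mean inhibition of all tested compounds plus 3 SD, set separately per screening campaign, cut at about 2.9% in these data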;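 further: PERK kinase domain activated by AP20187 dimerizer at 100 nM; 0% = DMSO with dimerizer and 100% = rapamycin at 8.4 µM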
Calpain2 inh = calpain II (pig) inhibition | purified calpain II, fluorogenic peptide substrate, 30 min | inhibition, % at 16 µM | 0.37% of 220,000 active;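 active means inhibition above about 50%, limit read from the data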
Active calls of the source: *. Compounds as they come; 3.6% or so of the library scored in one or more.

SMILES	zfTRPN1 agonist	TRPML3 ag	BaF3 tox	EP2 modulator	Ba/F3 V617F tox	S1P4 antag	S1P4 agonist	PERK inhibitor	Calpain2 inh
O=C(O)c1ccc(Cl)c(S(=O)(=O)NC(Cc2ccccc2)C(=O)O)c1 (configuration not stated)	-0.1	0.9	3	17	5	-16	-1.7	0.2	21
N#CCCN(C1CCCCC1)S(=O)(=O)CCOc1ccccc1	-0.5	0.4	6	-21	1	-19	0.7	-0.5	22
Cc1ccc(CN2CCN(Cc3cn(C)nc3C)CC2CCO)o1 (configuration not stated)	0.0	1.0	11	5	2	4	-0.2	0.5	-23
O=C(COc1ccccc1C(=O)O)Nc1nc2ccc([N+](=O)[O-])cc2s1	17	14*	-1	-12	-3	-3	0.8	2.4	-3
CCOc1ccc(C(C)(C)C)cc1S(=O)(=O)N1CC(C)OC(C)C1 (configuration not stated)	-2.0	-0.2	0	36	-2	6	-1.3	0.1	20
COc1cc(CC(=O)Nc2ccc(S(=O)(=O)NC3=NCCCCC3)cc2)cc(OC)c1OC	-0.2	0.7	1	22	-1	-18	-0.5	1.3	-28
Oc1[nH]c2ccccc2c1C=Nc1ccccc1	0.2	-0.2	-2	-57	-2	-10	0.7	-0.3	-4
CCOC(=O)N1CCN(C(=O)CSCc2ccccc2)CC1	-0.7	0.8	4	-11	-5	-9	0.2	0.7	-6
COc1c(C)cccc1C(=O)NC(=S)Nc1cccc2nsnc12	0.7	-0.3	5	-80	0	6	-0.6	-0.2	-1
CCCN=Cc1sc2ccc(OCC)cc2c1O	-0.6	0.2	1	-15	-2	-2	0.0	0.2	-11
C/C(=N\Nc1ccc(S(=O)(=O)Nc2ccccc2)cc1[N+](=O)[O-])c1ccncc1	-1.2	0.9	7	-26	3	3	1.1	1.1	1
CC12CCC(c3nnc(SCc4ccc(Cl)cc4)nc31)C2(C)C (configuration not stated)	-0.5	-0.6	5	38	-4	-7	-1.1	1.3	19
Cc1ccc(S(=O)(=O)NC2=NCN(CCOC(=O)c3ccccc3)CN2)cc1	-1.2	0.3	0	-28	-2	11	-0.7	0.4	6
Cc1cc(C)n2nc(SCC(=O)N(CC(C)C)c3c(N)n(CC(C)C)c(=O)[nH]c3=O)nc2n1	0.2	0.3	3	3	-2	-13	-0.2	0.0	-18
NC(=O)C1(N2CCCCC2)CCN(C(=S)Nc2ccc(F)c(Cl)c2)CC1	4.0	0.9	1	-9	-2	-16	0.9	2.5	-12
COC(=O)C1C(=O)NCC1c1ccc(OC)cc1 (configuration not stated)	0.3	1.0	3	32	-1	-6	-1.7	-0.4	-6
O=C(CSc1ccc(-c2ccco2)nn1)c1cccc([N+](=O)[O-])c1	-0.2	-0.1	7	-3	1	-15	1.4	0.7	-44
CCOC(=O)c1ccc(NC(=O)CSc2nnc(COc3ccccc3OC)n2CC)cc1	0.2	0.4	1	27	-3	-22	0.1	0.9	1
CCOCc1cnc(C)nc1NCC(=O)c1c(C)[nH]c2ccccc12	1.6	1.2	4	-13	1	-27	1.0	1.1	13
Cc1ccccc1NC(=O)c1cn2c(nc3ccccc32)c(C#N)c1C	1.1	1.3	-12	23	-3	16	0.8	1.2	-88
CC(C)(C)OC(=O)N1CCC[C@H]1C(=O)N/N=C/c1cccc2cccnc12	0.5	0.2	-4	-26	5	3	1.1	0.8	-12
COn1c(=O)c(=O)n(O)c2ccccc21	0.2	0.1	7	16	7	0	2.1	1.5	25
Cc1cc(C)c2[nH]c(O)c(N=NC(=O)c3cc4c(s3)CCCC4)c2c1	0.9	0.8	6	9	-2	-1	0.3	-0.5	-38
COc1ccc(C(CNC(=O)c2ccc(C)c(S(=O)(=O)N3CCCCC3)c2)N(C)C)cc1OC (configuration not stated)	-1.3	1.0	7	13	1	-12	1.3	-0.7	6
CCN=C1Cn2c(nc3scc(-c4ccccc4)c3c2=O)CN1CC	-0.1	0.8	1	2	-2	-4	-3.3	-0.1	-47
CC(=O)N1CCC(N(CCCOC(C)C)C(=O)Nc2ccc(C)c(C)c2)CC1	1.7	-0.5	5	19	-1	-10	0.7	0.1	-25
CCCC1=NCCn2cccc21	0.2	0.5	2	-26	0	1	-0.6	2.0	10
Nc1c2c(nc3sc4c(c13)CCCC4)-c1ccccc1CC2	-1.1	1.0	1	-8	0	0	0.6	-0.3	5
CC(c1ccccc1C(O)(c1ccccc1)c1ccccc1)N(C)C (configuration not stated)	22*	15*	5	-37	-4	-7	1.2	-0.3	5
N#C/C(=C\c1ccc(Cl)cc1)c1nc2ccccc2o1	2.9	0.7	5	6	-2	1	0.1	-0.8	-55
CCC(=O)Nc1ccc2c(c1)ncn2-c1ccc(OC)cc1	-0.1	0.5	1	6	-3	-4	2.0	-0.4	8
CCCCC1OC23CCCCC2C(C#N)(C(=N)O3)C1(C#N)C#N (configuration not stated)	0.6	0.8	5	13	2	-13	2.1	0.3	-119
Cc1ccc(Oc2c(C=O)c3ccccc3n2C)cc1	-2.7	-1.5	1	16	-4	-6	1.4	0.8	9
CN1C(=O)C(O)(C2COC(C)(C)CC2=O)c2ccccc21 (configuration not stated)	-0.2	0.1	0	11	0	-12	1.6	1.6	-6
COC(=O)C(CCSC)NC(=O)C12CC3CC(CC(C3)C1)C2 (configuration not stated)	-1.1	0.7	3	16	-3	1	-1.8	0.7	-31
S=C(NCCc1ccccc1)Nc1ccc(Br)cn1	-0.8	0.4	5	43	3	12	-0.9	0.5	24
CCOC(=O)N1c2ccccc2Sc2ccccc21	-2.2	-1.5	-3	46	-3	7	-0.5	1.6	5
CCOc1cc(CNC2CCCC2)ccc1OCc1ccccc1Cl	1.2	0.9	10	-27	2	9	-0.4	-0.8	10
CCOC(=O)N1CCC(=NNC(=O)COc2ccc(OC)cc2)CC1	0.1	0.4	-5	11	1	-24	1.3	0.6	4
CC(=O)Nc1nc(CCC(C)C)cc2c1c(=O)oc1ccccc12	-0.3	1.2	2	0	-2	-14	0.6	0.6	3
Cc1nn(CC(O)COc2ccc3c(c2)CCC3)c(C)c1Br (configuration not stated)	-1.6	0.0	2	-33	-1	-7	1.7	1.5	-16
CCOC(=O)CCCCC(=O)c1[nH]c(=O)[nH]c1C[n+]1ccccc1	0.7	0.9	3	14	1	-3	0.3	1.5	22
O=c1c2ccccc2nnn1CSc1nnc2ccccn12	2.0	0.3	6	8	-5	-17	-0.2	1.3	-11
Cc1nc2c3ccccc3nc(NNC(=O)CCC(=O)NC3CCCC3)n2n1	1.2	0.2	6	24	-1	-10	-1.4	-0.1	-23
COc1ccc(Nc2nc(-c3cccs3)cs2)cc1	-0.7	0.6	1	38	-1	-20	-0.7	-0.7	-21
CCC(=O)Nc1nonc1-c1nc2ccccc2n1Cc1cccc2ccccc12	-0.5	-0.2	5	30	-1	-9	-2.0	-1.2	-57
Cc1cccc(N2CCN(c3nc4nonc4nc3N3CCSCC3)CC2)n1	1.5	-0.2	4	8	-1	-22	4.8	-0.7	-10
CCOC(=O)NC(NC(=S)Nc1ccc(OCC)cc1)C(Cl)(Cl)Cl (configuration not stated)	2.2	0.9	6	1	-4	-11	-1.8	0.8	-2

Pulled by structure from the list above, three records:
SMILES	zfTRPN1 agonist	TRPML3 ag	BaF3 tox	EP2 modulator	Ba/F3 V617F tox	S1P4 antag	S1P4 agonist	PERK inhibitor	Calpain2 inh
CCOC(=O)N1CCC(=NNC(=O)COc2ccc(OC)cc2)CC1	0.1	0.4	-5	11	1	-24	1.3	0.6	4
Cc1nn(CC(O)COc2ccc3c(c2)CCC3)c(C)c1Br (configuration not stated)	-1.6	0.0	2	-33	-1	-7	1.7	1.5	-16
CCC(=O)Nc1nonc1-c1nc2ccccc2n1Cc1cccc2ccccc12	-0.5	-0.2	5	30	-1	-9	-2.0	-1.2	-57

Next section:
SMILES	zfTRPN1 agonist	TRPML3 ag	BaF3 tox	EP2 modulator	Ba/F3 V617F tox	S1P4 antag	S1P4 agonist	PERK inhibitor	Calpain2 inh
CC1(C)CC(=O)C(C=NCCc2ccc(O)cc2)=C(O)C1	0.4	-0.4	7	-1	3	0	-0.6	1.3	10
COc1ccccc1OCC(=O)Nc1ccc(N2CCCCC2)cc1	0.1	0.0	10	-23	-2	-18	0.9	0.5	-1
Cc1cccc(/C=C2/S/C(=N/N=C3\CC4CCC3(C)C4(C)C)NC2=O)c1 (configuration not stated)	1.1	0.6	0	-33	-4	-11	1.4	0.9	-46
CCCCCCOc1ccc(N2C(=O)CC(N3CCN(CCN=CC4=C(O)CC(C)(C)CC4=O)CC3)C2=O)cc1 (configuration not stated)	1.4	0.0	8	2	5	6	0.7	0.5	-110
CC(C)CCNC(=O)Cn1c2c(c(-c3ccccc3Cl)cc1=O)CCC2	-0.9	-0.4	4	11	-1	-14	-3.1	0.0	-21
CCS(=O)(=O)c1c(S(=O)(=O)CC)c2ccccn2c1C(N)=O	1.3	0.5	9	7	1	-1	-0.5	0.1	0
O=C(c1ccccc1)c1cnc2ccc(Cl)cc2c1N1CCOCC1	0.1	-0.2	4	17	0	-35	0.6	0.6	-2
N#Cc1c(NC(=O)CSc2ncn[nH]2)sc2c1CCCCC2	3.0	0.7	4	0	0	-9	-0.1	0.0	-7
Cc1ccn(CC(=O)N2CCCC(C(=O)c3cccc4ccccc34)C2)n1 (configuration not stated)	-1.5	-0.2	4	4	1	-9	1.0	1.1	1
Cc1cccc(OCCn2cnc(Cl)c2Cl)c1	-1.8	-0.9	-3	13	1	5	-1.3	2.1	6
CS(=O)(=O)N(CC(=O)NCc1ccccc1Cl)C1CCCCC1	0.6	-0.3	2	-18	-4	2	1.5	-0.5	-4
Cc1ccc(Cn2c(C(=O)NCCCN3CCOCC3)cc3sccc32)cc1	2.2	0.3	6	-3	1	-1	-0.8	-0.1	-43
COc1ccc(/C=C/C(=O)NC(=S)NNC(=O)c2cccs2)cc1	1.1	0.5	9	-35	-1	-10	1.8	0.1	-47
O=c1c2c3c(sc2n(CCN2CCCC2)c(=O)n1Cc1ccccc1)CCCCC3	0.5	0.6	-3	10	-2	-9	0.8	0.2	3
COCCCNC(=S)Nc1ccccc1[N+](=O)[O-]	-0.5	1.2	2	23	-3	3	0.8	1.2	-12
O=C(Cn1ccccc1=O)c1ccc(Cl)cc1	1.6	0.2	3	-6	-3	-14	0.7	0.6	-6
Cc1ccc(C(=O)CC(C(=O)O)n2cnc([N+](=O)[O-])n2)cc1 (configuration not stated)	-0.7	-0.2	4	25	-3	2	-2.4	1.0	2
O=C(Cn1cnc2ccccc2c1=O)c1cccs1	0.1	0.1	3	3	0	-29	2.4	-0.3	16
O=c1c2cccc3c2c(nn1CN1CCOCC1)-c1ccccc1-3	0.1	-0.7	28*	-48	6	-23	-3.8	-0.6	-127
O=C(O)CC(c1cccc(C(F)(F)F)c1)N1CCS(=O)(=O)CC1 (configuration not stated)	0.0	0.8	6	20	-1	-5	0.2	0.6	-12
COc1ccc(C(=O)Nc2nncs2)c(OC)c1	1.1	0.6	3	-2	-2	4	3.6	1.2	-3
Cc1ccc(C)c(Cn2c(=O)n(CCCC(=O)NCc3ccco3)c(=O)c3ccccc32)c1	-0.1	0.1	7	32	2	12	0.4	-0.2	1
Cc1cccc(NC(=O)c2oc(=O)c3ccccc3c2-c2ccccc2)c1C	-1.7	-0.5	0	28	-10	-11	-0.2	-0.1	13

Source: PubChem BioAssay
